Compound activity (PubChem BioAssay)
MEX-5 binding = MEX-5 zinc finger RNA-binding disruptors – biochemical, C. elegans, fluorescence polarization, MLPCN library, primary screen; Zinc finger protein mex-5 (Caenorhabditis elegans), Q9XUB2; MEX-5/FITC-TCR2 RNA binding; stronger effect = lower value; activity score (negative = inhibition of binding), % at 10 µM; 300,000 compounds, 0.38% hits;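 active = inhibition past about -25% in most replicates, and total fluorescence under double the plate's negative control median, limit read from the data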;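 note: 0% = DMSO and -100% = 5 µM competing unlabeled TCR2 RNA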
Target sequence (Q9XUB2 whole entry, looked up): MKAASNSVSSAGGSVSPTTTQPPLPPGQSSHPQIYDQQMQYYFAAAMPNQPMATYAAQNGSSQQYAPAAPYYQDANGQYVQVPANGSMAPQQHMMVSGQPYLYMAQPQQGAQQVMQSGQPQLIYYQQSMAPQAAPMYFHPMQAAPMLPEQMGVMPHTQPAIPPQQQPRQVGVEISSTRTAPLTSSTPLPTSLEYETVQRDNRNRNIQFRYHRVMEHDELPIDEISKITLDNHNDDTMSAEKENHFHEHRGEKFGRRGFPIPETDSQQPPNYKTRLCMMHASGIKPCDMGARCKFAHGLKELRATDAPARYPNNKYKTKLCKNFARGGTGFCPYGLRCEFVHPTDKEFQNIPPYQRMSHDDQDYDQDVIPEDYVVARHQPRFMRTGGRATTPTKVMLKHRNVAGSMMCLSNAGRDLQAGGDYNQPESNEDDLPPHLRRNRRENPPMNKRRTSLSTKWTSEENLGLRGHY
pPAFAH FP inh = pPAFAH enzyme inhibitors, primary screen, biochemical, fluorescence polarization, human; Platelet-activating factor acetylhydrolase (Homo sapiens), Q13093; recombinant pPAFAH, FP-rhodamine probe fluorescence polarization; inhibition, % at 3.39 µM; 330,000 compounds, 1.5% hits; AID 463082, 2010;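 active = inhibition above the mean inhibition across the screen plus 3 SD, cut at about 25% in these data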;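 note: inhibitors block binding of the rhodamine activity-based probe so polarization drops; 0% = enzyme with DMSO and 100% = wells lacking pPAFAH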
GLD-1 RNA inh = GLD-1/TGE RNA complex disruptors, primary screen, biochemical, fluorescence polarization | Female germline-specific tumor suppressor gld-1 (Caenorhabditis elegans), Q17339 | 320,000 compounds, 0.44% hits | purified GLD-1 + fluorescein TGE RNA | inhibition, % at 5.96 µM;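 active = percent inhibition above a per-plate cutoff, the plate mean of test compounds plus 3 SD, cut at about 30% in these data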;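 note: 0% = DMSO wells with GLD-1 and probe and 100% = wells lacking GLD-1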
Fam108B inh = mouse Fam108B serine hydrolase inhibitors, primary screen, counter-screen for RBBP9 inhibitor project, biochemical, fluorescence polarization | inhibition, % at 9.51 µM | recombinant Fam108B, FP-Rh probe fluorescence polarization | 300,000 compounds, 0.33% hits | AID 1947, 2009;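 active = inhibition above the screen mean inhibition plus 3 SD, computed separately per campaign, cut at about 18% in these data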;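 note: inhibitors lower polarization as less probe binds the enzyme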
BCLXL inh = inhibitors of human Bcl-xL, primary screen, biochemical, fluorescence polarization, HTS; 320,000 compounds, 0.7% hits; GST-Bcl-xL / FITC-Bim BH3 peptide fluorescence polarization; Bcl-2-like protein 1 (Homo sapiens), Q07817; inhibition, % at 10.9 µM;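 active = inhibition above the mean of all tested compounds plus 3 SD, cutoff set per campaign, cut at about 30% in these data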;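 note: 0% = DMSO wells and 100% = unlabeled Bim-BH3 peptide competitor; inhibitors lower millipolarization by displacing the labeled peptide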
Target sequence (Q07817 whole entry, looked up): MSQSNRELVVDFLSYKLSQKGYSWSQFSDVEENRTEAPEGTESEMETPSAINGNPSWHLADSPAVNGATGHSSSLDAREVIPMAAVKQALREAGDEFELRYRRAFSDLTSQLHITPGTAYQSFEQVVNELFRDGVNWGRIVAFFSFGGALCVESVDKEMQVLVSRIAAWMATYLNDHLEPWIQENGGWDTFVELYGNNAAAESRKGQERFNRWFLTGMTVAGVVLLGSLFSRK
PAFAH1B2 FP inh = PAFAH1B2 enzyme inhibitors, primary screen, biochemical, fluorescence polarization, human; AID 492953, 2010; 340,000 compounds, 1.2% hits; Platelet-activating factor acetylhydrolase IB subunit alpha2 (Homo sapiens), P68402; inhibition, % at 3.39 µM; recombinant PAFAH1B2, FP-rhodamine activity probe;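 active = inhibition above the mean of all tested compounds plus 3 SD, cut at about 24% in these data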;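 note: 0% = enzyme with DMSO and 100% = wells lacking PAFAH1B2; many of its hits are not listed in these tables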
AHR act = AHR activators, primary screen, cell-based, luminescence, luciferase reporter, human | Aryl hydrocarbon receptor (Homo sapiens), P35869 | AHR-responsive luciferase reporter cells | activation, % at 5 µM | 320,000 compounds, 2.5% hits | AID 2796, 2010; in the data active = activation above about 47%;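 note: 0% = vehicle wells and 100% = reference agonist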
PME-1 inh = PME-1 inhibitors via competitive probe labeling, primary screen, biochemical, fluorescence polarization, FP-Rh probe, HTS; AID 2130, 2009; inhibition, % at 5.9 µM; 320,000 compounds, 0.53% hits; Protein phosphatase methylesterase 1 (Homo sapiens), Q9Y570; recombinant PME-1;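 active = inhibition above the campaign mean of all compounds plus 3 SD, cut at about 26% in these data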;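 note: competitive labeling of PME-1 active site by serine hydrolase directed probe; 0% = PME-1 with DMSO and 100% = wells lacking PME-1 enzyme; inhibitors block probe labeling so polarization falls and inhibition rises; many of its hits are not listed in these tables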
MCL1 BIM primary = inhibitors of MCL1 binding to BIM-BH3, primary screen, biochemical, fluorescence polarization. inhibition, % at 10.9 µM. GST-MCL1 / FITC-Bim-BH3 fluorescence polarization. AID 2057, 2009. 320,000 compounds, 0.68% hits;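 active = inhibition above the mean inhibition of all tested compounds plus 3 SD, set per campaign, cut at about 40% in these data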;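 note: 0% = DMSO wells and 100% = unlabeled Bim-BH3 peptide control; higher means more loss of mP so more displacement of Bim peptide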
Target sequence (Q07820 whole entry, looked up): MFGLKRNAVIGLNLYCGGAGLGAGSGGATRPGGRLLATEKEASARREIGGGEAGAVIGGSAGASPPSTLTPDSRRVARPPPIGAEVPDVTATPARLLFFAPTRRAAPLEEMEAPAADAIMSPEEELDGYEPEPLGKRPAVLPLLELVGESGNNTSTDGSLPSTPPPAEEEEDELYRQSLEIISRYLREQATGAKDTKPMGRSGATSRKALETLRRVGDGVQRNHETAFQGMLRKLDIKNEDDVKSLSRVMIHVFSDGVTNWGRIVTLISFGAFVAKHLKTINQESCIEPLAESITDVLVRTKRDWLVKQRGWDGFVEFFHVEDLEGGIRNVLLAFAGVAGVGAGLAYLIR
Starred values were filed as active, the others as inactive; · = no result given. An excerpt. The share of hits here may be higher or lower than overall.

SMILES | MEX-5 binding | pPAFAH FP inh | GLD-1 RNA inh | Fam108B inh | BCLXL inh | PAFAH1B2 FP inh | AHR act | PME-1 inh | MCL1 BIM primary
CCc1ccc(NC(=S)N2CCCC(C(F)(F)F)C2)cc1 (stereo unspecified) | 1.1 | 2 | -6 | 0 | 2 | 11 | 1 | -5 | -2
O=C(C[C@H]1C(=O)N(CCc2ccccc2)C[C@@H]1Cc1ccccc1)Nc1ccccc1 | 0.7 | 6 | 6 | -3 | 8 | 3 | 4 | -3 | 7
CC(=O)c1ccc(NC(=O)C2CCN(S(=O)(=O)c3ccc4c(c3)N(C(C)=O)CCO4)CC2)cc1 | 2.2 | 5 | 4 | -3 | 3 | 4 | 1 | 0 | 3
O=C(NOCc1ccccc1)c1ccc(Cl)cc1 | · | 0 | 6 | · | 4 | -3 | -1 | 1 | 0
OC(CN1C2=NCCN2c2ccccc21)c1ccccc1 (stereo unspecified) | 0.3 | 8 | -5 | 2 | 3 | -3 | 5 | -3 | 3
O=C(Nc1ccc(N2CCCCC2)cc1)c1ccc(F)cc1F | 0.8 | 2 | 3 | 1 | 0 | -2 | -3 | -3 | 3
CCOc1ccc2ccccc2c1/C=N/NC(=O)CNC(=O)C(c1ccccc1)c1ccccc1 | 0.2 | -4 | -2 | -16 | 2 | 0 | 9 | -15 | 14
CC(C)CN(C(=O)c1ccc(S(=O)(=O)N2CCCC2)cc1)C1CCS(=O)(=O)C1 (stereo unspecified) | 0.4 | 2 | 1 | -1 | 1 | -2 | -1 | 0 | 6
Cc1cc(Oc2ccccc2)nc(SCC(=O)Nc2ccccc2)n1 | 0.5 | 2 | 2 | 0 | 0 | -1 | 0 | 4 | 0
CSC(=NC#N)N1CCN(c2ccc([N+](=O)[O-])cc2)CC1 | -5.1 | 6 | -2 | 3 | 2 | -2 | -2 | 1 | -3
CN1c2ccccc2C(O)=C(C(=S)Nc2ccc(F)c(Cl)c2)S1(=O)=O | 0.0 | -6 | 6 | 2 | 15 | 10 | 52* | -4 | 19
O=S(=O)(Nc1cc(Cl)ccn1)c1ccc(Cl)cc1 | 1.7 | 0 | 7 | 0 | 3 | 5 | 1 | -2 | 9
CCCOP(=O)(OCCC)c1nc(-c2ccccc2)oc1NCc1ccccc1 | -0.1 | 5 | 2 | 0 | 3 | 0 | 1 | 2 | -4
O=C(c1cc(COc2ccc(F)cc2Cl)on1)N1CCCC(c2ccccc2)C1 (stereo unspecified) | -0.1 | 10 | 2 | -2 | 0 | -2 | 0 | 2 | 3
CCn1c(SCC(=O)Nc2nc(C)c(C)s2)nnc1-c1ccco1 | 1.6 | -1 | 3 | -1 | 3 | 2 | 4 | 1 | 5
CC(=O)C1=C(O)C(=O)N(c2ccc(O)cc2)C1c1ccc([N+](=O)[O-])cc1 (stereo unspecified) | 0.6 | 1 | 1 | 3 | 6 | 2 | 0 | -5 | -1
Cc1ccc(OCCOC(=O)c2cc(S(=O)(=O)N3CCCCC3)ccc2N2CCOCC2)cc1 | · | 14 | 2 | · | 1 | 6 | -1 | 8 | 4
O=Nc1c(O)n(Cc2ccc(Cl)cc2Cl)c2ccccc12 | 1.2 | -29 | 2 | -19 | 9 | -6 | -5 | -49 | 10
CCOC(=O)c1ccccc1NS(=O)(=O)c1ccccc1F | 0.0 | -6 | -3 | 1 | 2 | 4 | 2 | 1 | -3
COc1cc(C(=O)Oc2cc(N)n(S(=O)(=O)c3ccccc3)n2)cc(OC)c1OC | 0.1 | 0 | 3 | 2 | 5 | -5 | -2 | 3 | 7
COc1ccc(N(C(=O)c2ccncc2)S(=O)(=O)c2cccs2)cc1 | 0.2 | 9 | 3 | -3 | 3 | -2 | 1 | 1 | 7
COc1ccccc1OCC(=O)OCC(=O)NC1CCCCC1 | · | 9 | 1 | · | · | 3 | -2 | · | ·
C=CCSc1nc(NC)c2sccc2n1 | 0.9 | -2 | -11 | -2 | -5 | 0 | -2 | -4 | -2
N#Cc1ccccc1OCCN1C(=O)c2ccccc2C1=O | 1.9 | 0 | 11 | 4 | 6 | 2 | 7 | -5 | 10
O=C(COC(=O)c1ccc(Cl)c([N+](=O)[O-])c1)Nc1ccccc1OC(F)F | -2.4 | 32* | -5 | -1 | 3 | 0 | 55* | 3 | -8
The results go on:
SMILES | MEX-5 binding | pPAFAH FP inh | GLD-1 RNA inh | Fam108B inh | BCLXL inh | PAFAH1B2 FP inh | AHR act | PME-1 inh | MCL1 BIM primary
O=C(NNC(=O)c1ccc(SCC2CCCO2)c([N+](=O)[O-])c1)c1ccc(Cl)c([N+](=O)[O-])c1 (stereo unspecified) | 1.7 | 12 | 9 | 3 | 6 | 4 | 1 | -2 | 7
COc1ccc(C(=O)NCCS(=O)(=O)NCc2ccc3c(c2)OCO3)cc1 | 0.6 | 39* | -1 | 1 | 5 | 2 | 0 | -4 | 5
CCN(CC)S(=O)(=O)c1cc(C(=O)OCC(=O)c2ccc3c(c2)NC(=O)CO3)ccc1F | -0.8 | 7 | 4 | -3 | 3 | 6 | 2 | -2 | 0
CCOC(=O)c1cccc(N2C(=O)c3ccccc3S2(=O)=O)c1 | -4.0 | -2 | 8 | 5 | -2 | 0 | 0 | 14 | -18
Cn1c(N)c(C(=O)CSc2n[nH]c(-c3ccccc3)n2)c(=O)n(C)c1=O | · | 0 | 8 | · | 4 | -2 | -4 | -2 | 14
O=C(NCc1ccc(Cl)cc1)N1CCN(S(=O)(=O)c2ccccc2)CC1 | 0.3 | -1 | 3 | -1 | 8 | 5 | 4 | -2 | 7
CCOC(=O)Nc1cc2c(cc1C(C)=O)OCO2 | 1.4 | -2 | -2 | 1 | 4 | 1 | 14 | 0 | 4
CC(C)(C)OC(=O)N1CCC[C@H]1C(=O)O | -3.3 | -1 | -3 | -3 | 7 | 1 | 6 | 2 | 3
O=C(O)Cc1coc2cc3c(cc12)CCC3 | -5.9 | -1 | 5 | 0 | 1 | 2 | -1 | 0 | 5
CN(C)S(=O)(=O)c1ccc(C(=O)NCc2ccccn2)cc1 | 1.3 | -1 | 9 | 7 | 4 | 3 | 0 | -3 | -1
Cc1ccc(/C=N/NC(=O)c2nnn(-c3nonc3N)c2-c2ccccc2)o1 | -2.9 | 5 | -5 | 3 | 6 | 1 | 7 | -5 | -1
CCn1c(Oc2ccccc2F)nc2c1c(=O)n(C)c(=O)n2C | -4.4 | 3 | 12 | -2 | 1 | 3 | 7 | 5 | 4
CC(=O)c1ccc(N2CCN(c3ccc(S(=O)(=O)NCCN(C)C)cc3[N+](=O)[O-])CC2)cc1 | -2.2 | 10 | 6 | 3 | 5 | 2 | 1 | 2 | 5
O=C(Nc1ccc2nc3ccccc3nc2c1)c1ccccc1 | -7.9 | 13 | 20 | 2 | 31* | -1 | 7 | 11 | 19
CCc1ccc(CNC(=O)C2CCCN(c3nc4ccccc4o3)C2)cc1 (stereo unspecified) | -1.6 | 5 | 3 | -4 | 1 | 9 | 3 | 2 | -6
Nc1cc(=O)n(Cc2ccccc2)c(=O)n1-c1ccc(Cl)cc1 | -0.3 | 23 | 6 | 1 | 8 | 0 | -3 | -2 | 3
O=C(CCNC(=O)c1ccc(Cl)cc1)Nc1nc2ccccc2[nH]1 | · | 4 | 4 | · | · | 4 | 27 | · | ·
C=CC[N+]1(CC#CCOC(c2ccccc2)c2ccccc2)CCOCC1 | 0.9 | 0 | 4 | 1 | 0 | -2 | 3 | -4 | 5
O=C(O)CC(CC(=O)N1CCOCC1)c1ccccc1 (stereo unspecified) | -2.2 | 7 | -3 | -3 | 0 | 1 | 2 | -2 | 1
COc1ccc(/C=N/Nc2nc(=O)[nH]nc2C)cc1[N+](=O)[O-] | -0.8 | 1 | 1 | 0 | 2 | 6 | 18 | 7 | 2
O=C(CSc1ncn[nH]1)Nc1ccccc1Sc1ccc(Cl)cc1 | -1.0 | 4 | 7 | -1 | 2 | 0 | 0 | 13 | 10
Nc1nc(Nc2ccccc2Cl)cc(=O)[nH]1 | -1.1 | 2 | -2 | -1 | 3 | 5 | -1 | -6 | -4
CCCOc1cccc(C2C(C(=O)c3ccco3)=C(O)C(=O)N2CCN(CC)CC)c1 (stereo unspecified) | 0.3 | 0 | -3 | 1 | 7 | 1 | 2 | -1 | 5
COc1ccccc1NC(=O)CON=C(N)CC(=O)NC1CCCCC1 | · | 3 | 2 | · | 14 | 3 | 2 | 7 | 6
COC(=O)c1ccc(NC(=O)C(=O)N2CCN(C(=S)NCCc3ccccc3)CC2)cc1 | 1.3 | 0 | 0 | 4 | 5 | 3 | 3 | -11 | 8
(list continues)
SMILES | MEX-5 binding | pPAFAH FP inh | GLD-1 RNA inh | Fam108B inh | BCLXL inh | PAFAH1B2 FP inh | AHR act | PME-1 inh | MCL1 BIM primary
Cc1ccc(N=Nc2ccc(C)cc2NC(=O)Nc2ccccc2F)cc1 | -0.5 | 4 | 5 | -3 | 6 | 4 | 12 | 3 | 4
Cc1ccc(-n2nnc(-c3nccn3C)n2)cc1 | 0.0 | -1 | -1 | 4 | 8 | 7 | 4 | -1 | 16
O=C(NCc1ccco1)C(c1ccccc1)N(C(=O)Cc1cccs1)c1ccccc1 (stereo unspecified) | -1.2 | -1 | -4 | 5 | 2 | 3 | 6 | 2 | 2
CC(C)(C)c1ccc(NC(=O)C(=O)C2C(=O)Nc3ccccc32)cc1 (stereo unspecified) | 0.8 | 7 | 10 | 4 | 3 | 6 | 18 | 5 | 0
Cc1ccc(C2C(C#N)=C(N)N(c3cccnc3)C3=C2C(=O)CCC3)s1 (stereo unspecified) | -1.3 | 3 | 4 | -1 | 8 | -8 | 17 | 2 | -1
COc1ccc(/C(C)=N/NC(=O)CNC(=O)C(c2ccccc2)c2ccccc2)c(OC)c1 | 2.8 | 4 | 1 | -3 | 1 | 2 | -3 | -2 | -3
CCOC(=O)C1=C(N)OC2=C(C(=O)CC(C)(C)C2)C1c1ccccc1OCC#N (stereo unspecified) | -0.9 | 5 | -1 | -5 | 8 | 3 | 0 | 4 | 7
COCCCNC(=O)C(=O)NC1CCCCCC1 | · | -3 | 1 | -1 | 0 | 2 | 3 | -1 | -5
O=C(CCN1C(=O)c2ccccc2C1=O)Nc1ccc(S(=O)(=O)NC2=NCCCCC2)cc1 | · | 1 | 7 | -5 | 3 | 0 | 2 | 4 | -1
Cn1c(=O)cc(N2CCCCC2)[nH]c1=O | 6.0 | -1 | 4 | -5 | 1 | 4 | 3 | -1 | 38
Cc1ccccc1NC(=O)Nc1ccc(C(F)(F)F)cc1 | -0.3 | -6 | 3 | 0 | 2 | -4 | -5 | -2 | 1
Cc1ccc(S(=O)(=O)N2CCC(C(=O)OCc3c(C)noc3C)CC2)cc1C | 4.9 | 12 | 6 | 1 | -8 | 6 | 1 | 10 | -16
Cc1csc(NC(=O)C2CCCN(S(=O)(=O)c3ccc(Br)s3)C2)n1 (stereo unspecified) | -1.1 | -2 | 4 | -3 | 6 | 6 | 5 | 6 | 9
